ATG4B inhibitor: ATG4B (human) cysteine protease inhibition | actives 0.51% (n = 340,000) | inhibition, % at 8.33 µM | Q9Y4P1 | ATG4B cleavage of LC3-PLA2, NBD-HPC fluorescence, 1 h | AID 504462; in the data active means inhibition above about 40%
Target sequence (Q9Y4P1 whole entry, looked up): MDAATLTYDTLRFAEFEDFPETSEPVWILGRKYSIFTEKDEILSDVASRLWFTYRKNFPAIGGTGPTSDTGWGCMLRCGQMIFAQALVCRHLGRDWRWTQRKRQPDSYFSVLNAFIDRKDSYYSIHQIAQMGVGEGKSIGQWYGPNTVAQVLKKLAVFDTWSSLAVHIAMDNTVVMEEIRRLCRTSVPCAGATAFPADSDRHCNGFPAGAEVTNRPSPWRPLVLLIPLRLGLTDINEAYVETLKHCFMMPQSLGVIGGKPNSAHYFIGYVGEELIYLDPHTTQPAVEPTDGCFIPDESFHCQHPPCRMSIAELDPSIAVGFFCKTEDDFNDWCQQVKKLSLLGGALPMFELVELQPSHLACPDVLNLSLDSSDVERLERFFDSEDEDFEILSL
hIAP inh: human IAP inhibition; purified IAP, CDP-Star luminescence, 30 min; actives 0.12% (n = 330,000); inhibition, % at 10 µM; P09923; AID 2544;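 active means inhibition reaching a set limit with compound at 10 µM in the primary screen, cut at about 35% in these data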;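 further: plate controls were DMSO wells with enzyme for no effect and no-enzyme buffer wells for full effect; values of inactives mirror those of a sister screen read the other way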
APOBEC3A inh: human APOBEC3A DNA deaminase inhibition; P31941; recombinant A3A, FAM/TAMRA ssDNA deamination fluorescence; inhibition, % at 20 µM; actives 0.41% (n = 330,000);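 active means at least 40% inhibition at 20 µM here, with at most 30% in a related deaminase screen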;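 further: plate controls were A3A with DMSO for no effect and wells lacking A3A enzyme for full effect; some results filed as inactive read as strong as hits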
Target sequence (P31941 whole entry, looked up): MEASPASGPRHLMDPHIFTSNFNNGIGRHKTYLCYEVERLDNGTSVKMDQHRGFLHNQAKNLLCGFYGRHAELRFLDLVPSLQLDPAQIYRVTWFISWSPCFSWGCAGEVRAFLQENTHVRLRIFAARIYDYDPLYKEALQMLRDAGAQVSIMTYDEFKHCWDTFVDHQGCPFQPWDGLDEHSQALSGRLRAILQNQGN
mIAP act: increases mouse intestinal alkaline phosphatase activity; AID 2805; actives 0.24% (n = 330,000); muIAP, CDP-Star luminescence, 30 min; hits give high values; 1 = vehicle-only enzyme signal, 0 = enzyme-free wells; activation factor at 10 µM;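 active means activation factor of at least 2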; further: the source names both 10 and 20 µM as test concentration; values of inactives mirror those of a sister screen read the other way
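System: Mouse IAP enzyme | Also added: CDP-Star substrate | Dosing: Compounds dispensed in DMSO | Schedule: 30 min enzyme-substrate-compound incubation at room temperature | Technique: Chemiluminescence readout | Control set: DMSO-only wells and no-enzyme negative control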
HKDC1 inh: inhibitors of human hexokinase HKDC1; Q2TB90; recombinant HKDC1, G6PDH/diaphorase resazurin coupled fluorescence; inhibition, % at 20 µM; actives 0.16% (n = 340,000);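 active means inhibition above about 35% when tested at 20 µM, limit read from the data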;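 further: plate controls were DMSO wells with enzyme for no effect and DMSO wells lacking enzyme for full effect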
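Assay system: in-house recombinant HK5 (HKDC1) enzyme. Input: HKDC1 at 5 µg/mL. Medium: Tris pH 8.0 buffer with MgCl2, Tween-20, BSA, BME. Dosing: single 20 µM dose. Schedule: 90 min reaction incubation at room temperature, dark. Signal: resazurin-to-resorufin fluorescence via G6PDH and diaphorase coupling, 525/613 nm. Controls: DMSO-enzyme wells negative, buffer-substituted wells positive.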
hIAP act: human IAP activation. P09923. purified human IAP, CDP-Star luminescence, 30 min; hits give high values; 1 = vehicle-only enzyme, 0 = enzyme-free background. activation factor at 10 µM. actives 0.16% (n = 330,000). AID 2524;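 active means activation factor of the enzyme at least 2-fold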; further: the source names both 10 and 20 µM as test concentration; values of inactives mirror those of a sister screen read the other way
PfG6PD inh: PfG6PD (Plasmodium falciparum) enzyme inhibition; PfGluPho enzyme, NADPH resazurin-diaphorase fluorescence; AID 504690; inhibition, % at 20 µM; actives 0.78% (n = 350,000);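 active means inhibition reaching at least a set limit at 20 µM in the primary screen, cut at about 59% in these data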;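 further: 0% = DMSO wells with substrate and 100% = DMSO wells lacking glucose-6-phosphate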
mIAP block: mouse IAP inhibition; actives 0.2% (n = 330,000); purified mouse IAP, CDP-Star luminescence, 30 min; inhibition, % at 10 µM;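 active means inhibition of at least 40% at 10 µM in the primary screen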;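 further: plate controls were DMSO with enzyme for no effect and no enzyme wells for full effect; values of inactives mirror those of a sister screen read the other way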
* marks the source's active call; other numbers are inactive results; · = not tested or not shown.

SMILES,ATG4B inhibitor,hIAP inh,APOBEC3A inh,mIAP act,HKDC1 inh,hIAP act,PfG6PD inh,mIAP block
CN(Cc1ccccc1)C(=O)c1[nH]cnc1C(=O)NCC(=O)OCc1ccccc1,13,-16,-2,0.95,-4,1.2,1,5
COC(=O)[C@@H]1C[C@H]1[C@@H](NC(=O)c1cc(C)on1)c1ccccc1,-6,2,-2,0.97,-7,0.98,-8,3
CCN(CC)C(=O)CSc1nc(-c2cccs2)cc(-c2cccs2)c1C#N,21,-2,-3,0.74,4,1,70*,26
Cc1ccc(NC(=S)N2CCc3[nH]c4ccccc4c3C2)cc1,1,-5,-4,1.1,4,1,14,-15
Cc1ccc(S(=O)(=O)/N=C(/Nc2ccc3[nH]c(=O)[nH]c3c2)c2ccccc2)cc1,-8,-8,1,1,-6,1.1,1,-4
CC(CCc1ccccc1)NC(=O)Cc1ccccc1 (stereo not given),-1,9,-1,1.1,-4,0.91,8,-13
COc1ccccc1N1CCN(c2nc3ccccn3c(=O)c2C=O)CC1,-4,2,-5,1,-4,0.98,19,-2
COc1ccc(CCNC(=O)CSc2nnnn2C)cc1OC,-1,4,-5,1,4,0.95,-2,-3
O=S(=O)(Nc1nc2ccccc2nc1Nc1ccc2c(c1)OCCO2)c1cccs1,20,10,2,0.87,22,0.9,-32,13
Cc1oc2c(c1C(=O)c1ccccc1)C(=O)C(=O)c1ccccc1-2,13,9,5,0.93,42*,0.91,108*,7
COc1ccccc1NC(=O)CSc1nnc(-c2ccoc2C)o1,-2,-10,4,0.88,8,1.1,21,12
O=C(OCC(=O)N1CCN(S(=O)(=O)c2ccc(Cl)cc2)CC1)c1ccc([N+](=O)[O-])o1,-21,-1,6,0.95,1,1,34,5
COc1ccccc1N=c1oc2cc(O)ccc2cc1C(=O)NCC1CCCO1 (stereo not given),-2,3,2,0.88,-4,0.97,-20,12
Cc1cccc(C)c1N(CC(=O)Nc1cc(Cl)ccc1Oc1ccccc1)S(C)(=O)=O,-6,10,-4,1,4,0.9,31,0
COc1ccc(/C=N/NC(=O)/C(=C/c2ccccc2)CCO)cc1,6,-3,0,0.99,-11,1,-7,1
CCOC(=O)C1(CC/C(C)=N\NC(N)=O)CC(C)(C)OC1=O (stereo not given),-5,2,0,1.1,-10,0.98,2,-9
COC(=O)c1cc(OC)c(OC)cc1NC(=S)Nc1cc(Cl)ccc1OC,-9,13,0,0.97,6,0.87,6,3
O=C(CSc1ncc(C(=O)O)n1-c1ccc(F)cc1)NCc1ccc2c(c1)OCO2,-5,-10,3,1,-11,1.1,-5,-5
COc1ccc(S(=O)(=O)Nc2ccc(CC#N)cc2)cc1,-9,-5,0,0.93,0,1,-8,7
CC(Nc1nc(N2CCN(S(C)(=O)=O)CC2)nc2ccccc12)c1ccccc1 (stereo not given),-13,11,-3,1.2,-4,0.89,-7,-22

Given with the structure last: part of the list above.
ATG4B inhibitor,hIAP inh,APOBEC3A inh,mIAP act,HKDC1 inh,hIAP act,PfG6PD inh,mIAP block,SMILES
-1,9,-1,1.1,-4,0.91,8,-13,CC(CCc1ccccc1)NC(=O)Cc1ccccc1 (stereo not given)
-2,3,2,0.88,-4,0.97,-20,12,COc1ccccc1N=c1oc2cc(O)ccc2cc1C(=O)NCC1CCCO1 (stereo not given)
-2,-10,4,0.88,8,1.1,21,12,COc1ccccc1NC(=O)CSc1nnc(-c2ccoc2C)o1

The listing picks up; the 3 compounds before the break are reprinted first.
SMILES,ATG4B inhibitor,hIAP inh,APOBEC3A inh,mIAP act,HKDC1 inh,hIAP act,PfG6PD inh,mIAP block
O=C(CSc1ncc(C(=O)O)n1-c1ccc(F)cc1)NCc1ccc2c(c1)OCO2,-5,-10,3,1,-11,1.1,-5,-5
COc1ccc(S(=O)(=O)Nc2ccc(CC#N)cc2)cc1,-9,-5,0,0.93,0,1,-8,7
CC(Nc1nc(N2CCN(S(C)(=O)=O)CC2)nc2ccccc12)c1ccccc1 (stereo not given),-13,11,-3,1.2,-4,0.89,-7,-22
CCOc1cc(/C=N/O)ccc1OCc1ccc(F)cc1,3,-2,7,1.1,2,1,33,-7
CCC(=O)Nc1nnc(Cc2ccccc2)s1,-3,9,1,0.95,-6,0.91,-3,5
Cc1ccc(NC(=O)CSc2nsc(SCC(=O)Nc3ccc(C)cc3C)c2C#N)c(C)c1,-5,-32,-1,0.9,-12,1.3,-8,10
CCC(C)c1ccccc1NC(=O)c1cccnc1 (stereo not given),1,-16,-2,1.1,-13,1.2,5,-6
CCOC(=O)c1cnc(SCc2nc(N)nc(Nc3ccccc3OC)n2)nc1N,·,14,-1,0.99,·,0.86,·,1
COC(=O)c1cccc(Cn2c(Cl)c(/C=N/NC(=O)c3ccccc3Cl)sc2=O)c1,-4,8,0,0.85,-8,0.92,0,15
CCC(C)/C(C)=N/NC(=O)CNS(=O)(=O)c1ccc([N+](=O)[O-])cc1 (stereo not given),10,-14,-2,0.83,-11,1.1,8,17
CN1CCN(CC(=O)N2c3ccccc3Sc3ccccc32)CC1,-3,6,1,1,-7,0.94,11,0
COc1ccc(S(=O)(=O)N2CCCC2C(=O)n2nc(C)cc2C)cc1 (stereo not given),0,-42,-2,0.94,-15,1.4,2,6
Nc1nc(-c2ccc3c(c2)CCCC3)c(CC(=O)O)s1,4,-2,-1,0.9,9,1,-1,10
Cc1ccc(S(=O)(=O)N2CCN(C(=O)C3CCCCC3)CC2)cc1,-7,-15,3,1,-9,1.1,-5,-4
COc1ccc(CC2(CO)CCN(Cc3cccnc3)CC2)cc1,-7,12,-5,0.96,0,0.88,10,4
O=C(N/N=C/C=C/c1ccccc1)c1cccc(Br)c1,1,-14,-2,0.98,-7,1.1,-5,2
Cc1c(Cl)cccc1NC(=S)N1CCC(C(N)=O)(N2CCCCC2)CC1,-6,11,-1,1,-2,0.89,3,-5

Shown as a hit in PfG6PD inh, of those listed so far:
SMILES,ATG4B inhibitor,hIAP inh,APOBEC3A inh,mIAP act,HKDC1 inh,hIAP act,PfG6PD inh,mIAP block
CCN(CC)C(=O)CSc1nc(-c2cccs2)cc(-c2cccs2)c1C#N,21,-2,-3,0.74,4,1,70*,26
Cc1oc2c(c1C(=O)c1ccccc1)C(=O)C(=O)c1ccccc1-2,13,9,5,0.93,42*,0.91,108*,7

Bioassay records (PubChem BioAssay)
